TbMetRS inhib – Trypanosoma brucei MetRS inhibition | purified T. brucei MetRS, ATP depletion, Kinase-Glo luminescence | inhibition, % at 11.9 µM | 360,000 compounds, 0.4% hits | AID 624268;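 active = inhibition above a per-plate cutoff of the control wells' mean inhibition plus 3 SD, cut at about 5.5% in these data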;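 also: 0% = DMSO wells median and 100% = median of wells with control inhibitor compound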
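Dosing: 11.9 µM compound single dose, 0.9% DMSO; Assay system: purified T. brucei MetRS enzyme; Measured by: Kinase-Glo luciferase luminescence reporting remaining unconsumed ATP; Schedule: 15 min plus 2 h at 25 °C.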
STEP inh – blocks human striatal-enriched tyrosine phosphatase; P54829; recombinant STEP, OMFP fluorogenic substrate, fluorescence; inhibition, % at 20 µM; 360,000 compounds, 0.25% hits;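 active = inhibition at 20 µM, scaled per plate between control wells, above about 37%, limit read from the data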;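 also: 0% = DMSO with enzyme and substrate and 100% = substrate only without enzyme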
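System: STEP (striatal-enriched tyrosine phosphatase) enzyme, cell-free; medium: Bis-Tris pH 6.0 buffer with DTT, detergent; dosing: 20 µM, 1% DMSO; times: reaction 20 min, ambient temperature; detection: fluorescence, 480/540 nm; read-out basis: normalized % inhibition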
NadD block – inhibitors of Staphylococcus aureus NadD. 360,000 compounds, 0.78% hits. AID 602399. inhibition, % at 20 µM. purified NadD enzyme, colorimetric absorbance read-out; in the data active = inhibition above about 26%; also: some compounds past the cut are filed as inactive
CSN deneddyl inh – inhibitors of human CSN-mediated cullin deneddylation | Purified CSN, SCF-Nedd8-OG deneddylation, fluorescence polarization | Q92905 | 360,000 compounds, 0.38% hits | inhibition, % at 12.5 µM;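 active = pattern-corrected inhibition above about 35%, with an unprinted fluorescence ratio check between 0.5 and 1.5, limit read from the data, passing the limit was not always enough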;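 also: 0% = enzyme with substrate and 100% = substrate without enzyme; some results filed as inactive read as strong as hits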
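Test system: purified human Csn5 enzyme expressed in HEK293T cells. Amount: 0.24 nM enzyme. Reagent: SCFSkp2-Nedd8OG substrate at 10 nM final. Schedule: 90 min incubation of compound, enzyme and substrate at room temperature. Detection: fluorescence polarization. Read-out: % inhibition of substrate cleavage by Csn5.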
Rpn11 inh – Rpn11 (human) deubiquitinase inhibition | AID 588493 | calls only at 20 µM | human 26S proteasome, Ub4-pepOG fluorescence polarization; 20S core pre-blocked with epoxomicin | 360,000 compounds, 0.59% hits;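 active = inhibition at 20 µM, scaled to each plate's controls, above about 33%, limit read from the data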
Target sequence (O00487 whole entry, looked up): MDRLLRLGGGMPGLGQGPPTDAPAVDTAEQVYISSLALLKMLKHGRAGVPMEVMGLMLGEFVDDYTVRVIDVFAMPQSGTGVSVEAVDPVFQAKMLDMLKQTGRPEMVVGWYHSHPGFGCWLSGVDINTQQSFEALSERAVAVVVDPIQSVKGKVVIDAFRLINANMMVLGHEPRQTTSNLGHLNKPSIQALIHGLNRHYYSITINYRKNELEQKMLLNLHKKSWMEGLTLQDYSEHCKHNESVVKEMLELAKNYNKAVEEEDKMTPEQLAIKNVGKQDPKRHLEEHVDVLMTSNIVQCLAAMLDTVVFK
SUMO1 PPI mod – alters human SUMO1 binding to SIM partners; SUMO1 binding to a labelled peptide, TR-FRET, 1 h; inhibition, % at 20 µM; 360,000 compounds, 0.33% hits; AID 602429; in the data active = inhibition above about 37%
Target sequence (P63165 whole entry, looked up): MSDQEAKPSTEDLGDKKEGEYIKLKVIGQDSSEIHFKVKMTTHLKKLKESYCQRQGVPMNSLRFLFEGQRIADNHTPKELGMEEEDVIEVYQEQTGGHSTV
Scp1 inh – blocks human Scp-1 phosphatase activity. 340,000 compounds, 0.88% hits. Q9GZU7. Recombinant Scp1, phosphopeptide, malachite green phosphate absorbance. inhibition, % at 20 µM;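 active = inhibition above about 50% at 20 µM, limit read from the data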;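 also: plate controls were DMSO wells with enzyme for no effect and wells lacking enzyme for full effect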
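Material: truncated SCP-1 phosphatase (76-261aa) / Buffer or medium: 50 mM Tris acetate pH 5.5, 0.005% Tween-20, 10 mM MgCl2 / Compound dosing: one concentration, 20 µM, with 1.0% DMSO / Incubation: 45 min room-temperature reaction, 5 min colour, 30 min stabiliser / Detection: colorimetric free-phosphate detection, absorbance 630 nm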
DNMT1 inh – blocks human DNA methyltransferase DNMT1; P26358; DNMT1 molecular beacon, Hinp1I cleavage, fluorescence; inhibition (reported as % activation of signal), % at 10 µM; 360,000 compounds, 0.83% hits; AID 588458; in the data active = inhibition above about 50%
LMPTP block – LMPTP (human) inhibition; 360,000 compounds, 0.22% hits; inhibition, % at 20 µM; recombinant LMPTP-A, OMFP fluorogenic substrate, fluorescence intensity; P24666;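 active = compounds that cut the enzyme signal by at least half of the control window in the single-dose screen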;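 also: plate controls were DMSO wells with enzyme plus substrate for no effect and substrate without enzyme for full effect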
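test system = LMPTP-A | amount = 0.625 nM LMPTP-A final | reagent = fluorogenic phosphatase substrate OMFP at 400 µM final | incubation = 50 min at room temperature | benchmarks = no-enzyme low control, uninhibited high control | medium = Bis-Tris pH 6.0, DTT, detergent | signal = fluorescence intensity of OMFP turnover product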
PABP1 MLLE inh – blocks PAM2 peptide binding to the PABP1 MLLE domain | GST-MLLE / FITC-PAM2 fluorescence polarization | 360,000 compounds, 0.36% hits | inhibition, % at 20 µM; in the data active = inhibition above about 35%, passing the limit was not always enough;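 also: plate controls were DMSO wells with GST-MLLE for no effect and wells lacking GST-MLLE protein for full effect; some results filed as inactive read as strong as hits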
Target sequence (P11940 whole entry, looked up, the tested form may be a part): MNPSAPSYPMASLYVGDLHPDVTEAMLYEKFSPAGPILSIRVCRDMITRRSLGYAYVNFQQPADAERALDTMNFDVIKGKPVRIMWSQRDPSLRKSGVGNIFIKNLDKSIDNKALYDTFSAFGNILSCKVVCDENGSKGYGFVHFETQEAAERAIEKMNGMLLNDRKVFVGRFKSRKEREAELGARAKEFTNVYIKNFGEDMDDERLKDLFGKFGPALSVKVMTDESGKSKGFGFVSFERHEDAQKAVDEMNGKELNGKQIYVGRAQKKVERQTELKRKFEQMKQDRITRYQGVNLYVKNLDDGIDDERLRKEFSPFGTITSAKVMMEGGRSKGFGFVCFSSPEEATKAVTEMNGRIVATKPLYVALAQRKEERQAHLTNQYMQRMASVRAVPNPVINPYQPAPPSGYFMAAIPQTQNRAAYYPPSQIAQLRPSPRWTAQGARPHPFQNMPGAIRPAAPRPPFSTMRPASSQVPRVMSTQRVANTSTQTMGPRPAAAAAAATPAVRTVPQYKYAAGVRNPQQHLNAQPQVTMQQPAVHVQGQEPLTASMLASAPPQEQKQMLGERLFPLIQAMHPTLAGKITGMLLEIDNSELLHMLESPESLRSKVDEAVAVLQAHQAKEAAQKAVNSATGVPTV
Numbers without * were called inactive; i = inactive; . = no result given.

SMILES	TbMetRS inhib	STEP inh	NadD block	CSN deneddyl inh	Rpn11 inh	SUMO1 PPI mod	Scp1 inh	DNMT1 inh	LMPTP block	PABP1 MLLE inh
Oc1c(Br)cc(C2N=C(c3ccccc3Cl)NO2)cc1Br (stereo not drawn)	0.2	-1.0	9.7	2.6	i	2.8	-5.2	-3.0	-1.5	-2.6
Cc1ccn2c(/C=N/OCc3cccc(F)c3)c(-c3ccc(Cl)cc3)nc2c1	-1.6	0.8	15.0	0.8	i	-3.7	14.0	-2.0	8.0	-6.6
Cc1cccc(NC(=O)CN2C(=O)NC3(CCCC3)C2=O)n1	0.3	4.6	0.0	1.3	i	3.1	-0.8	-0.1	-0.5	-1.4
CN(C)CCNC(=O)c1cc2sc3ccccc3c2s1	-0.1	4.2	-1.9	1.2	i	-16.6	-6.2	0.3	1.1	7.2
O=C(O)C[C@H]1c2cc(C(F)(F)F)ccc2S(=O)(=O)N1C1CCN(Cc2ccccc2)CC1	-0.2	1.2	-2.6	-3.2	i	3.1	-5.2	6.8	-1.9	-12.3
CCCCN(C)CCNC(=O)c1cc2cc3ccc(OC)cc3nc2o1	-0.1	0.9	-8.2	-1.3	i	-23.6	-7.7	7.1	1.3	7.7
O=C(COC(=O)c1nsc(Cl)c1Cl)NC1CCCCC1	-0.3	0.2	4.6	-6.8	i	10.2	-4.9	0.4	0.2	0.3
O=C(c1ccc(NS(=O)(=O)c2cccs2)cc1)N1CCCCC1	-0.2	1.1	4.0	-1.4	i	1.0	-2.2	-2.3	-1.0	-7.6
N#Cc1ccc(CCc2ccccc2)[nH]c1=O	0.3	0.5	-1.8	-0.1	i	6.8	-13.2	1.1	-2.8	0.3
C/C(=N\NC(=O)c1cc(Br)ccc1O)c1cccs1	-0.4	4.7	2.9	1.9	i	3.2	66.4*	4.7	-0.9	15.2
CC(=O)Nc1ccc(S(=O)(=O)NCC2CCCO2)cc1 (stereo not drawn)	-0.1	-2.6	-4.1	4.5	i	3.1	-9.8	-4.3	-1.1	10.8
CCOc1ccc(C(=O)N2CCC3(CC2)NCCc2[nH]cnc23)cc1	-1.4	-1.9	-5.5	-0.4	i	-5.6	7.4	1.6	-0.3	-4.0
CCOC(=O)c1c(-c2ccccc2)c2cc(OC)ccc2n1CCCN(C)C	0.0	-1.1	-8.8	5.2	i	-1.5	-2.8	-2.0	-0.2	22.0
CCC(c1nnnn1-c1ccc2c(c1)OCCO2)N1CCN(Cc2c(F)cccc2Cl)CC1 (stereo not drawn)	-0.8	.	2.5	-0.8	.	5.6	.	.	-0.2	.
Nc1ccc(-c2nc3cc(N)ccc3o2)cc1	1.8	-2.2	-4.7	3.6	i	-5.3	1.2	1.0	-1.9	-1.6
CCCCNC(=S)NNC(=O)c1csc2c1CCC(C)C2 (stereo not drawn)	-0.3	-1.4	-2.1	-7.3	i	1.9	-10.9	1.6	-1.0	2.8
O=c1[nH]cnc2sc3c(c12)CN(Cc1ccccc1)CC3	-0.6	-2.1	4.6	0.4	i	-8.5	-3.0	-2.2	28.5	10.5
O=C(CSc1nnc2scc(-c3ccccc3)n12)N1CCCc2ccccc21	0.9	1.2	2.2	2.4	i	3.7	-1.7	2.5	0.3	6.0
COc1ccccc1N1C(=O)C2C3C=CC(CC3)C2C1=O (stereo not drawn)	-0.4	-1.5	4.2	-1.1	i	-0.6	-2.8	-0.2	-0.1	-5.1
Cc1ccc(C)c(N(CC(=O)N2CCc3ccccc3C2)S(C)(=O)=O)c1	-0.7	0.0	-2.6	103.0	i	8.2	-11.4	-4.2	-1.3	2.6
COC(=O)COc1coc(CN2CCN(c3cccc(Cl)c3)CC2)cc1=O	0.3	-1.1	13.1	-0.5	i	1.9	-3.5	4.2	0.1	0.4
COc1ccccc1NC(=O)c1ccc([N+](=O)[O-])cc1[N+](=O)[O-]	1.6	-1.1	3.7	-2.6	i	-22.0	-3.1	-1.9	0.0	-15.5
CCOC(=O)C1CCN(Cc2cc(=O)oc3c(C)c(C)ccc23)CC1	-0.3	0.3	-8.8	-0.4	i	-4.0	-13.1	1.6	-1.3	9.3
COc1ccc(COC(=O)C2CCN(S(=O)(=O)c3ccc(OC)c(OC)c3)CC2)cc1	-0.3	2.3	-10.9	-2.9	i	-2.7	-6.5	1.0	1.0	15.6
CCOc1ccccc1C1CC(c2ccccc2)Nc2nc(N)nn21 (stereo not drawn)	-0.2	-1.7	1.4	-3.4	i	1.3	-4.2	-0.8	-0.7	3.6
N#CCN(C(=O)COC(=O)CCCNC(=O)c1ccc(Cl)cc1)c1ccccc1	-0.3	-1.6	1.3	-1.7	i	3.8	-4.6	-0.4	-0.3	1.2
O=C(C1=C[C@H](c2ccc3c(c2)OCO3)C[C@H](OCc2ccc(CO)cc2)O1)N1CCCCCCC1	-0.5	-2.3	0.9	-2.2	i	1.0	6.7	0.5	0.4	-7.6
CCN(CCCNC(=O)C1c2ccccc2C(=O)N(CCOC)C1c1ccc(F)cc1)Cc1ccccc1 (stereo not drawn)	-1.4	-1.7	-9.3	-7.2	i	5.9	2.6	2.3	0.5	-6.3
C/C(=N\Nc1ncc(Br)cn1)c1cccc([N+](=O)[O-])c1	0.4	-2.9	-3.7	0.3	i	-25.9	-8.3	-4.0	1.2	7.3
CCOc1ccc(-c2ccc(SCC(=O)Nc3nnc(C)s3)nn2)cc1	0.8	-3.3	-2.9	-2.8	i	2.0	-1.0	3.2	-1.0	15.2
Cc1c(C(=O)O)oc2ccc(S(=O)(=O)NCCC3=CCCCC3)cc12	0.0	-1.4	2.7	1.2	i	0.0	52.4*	-1.3	1.0	-3.4
O=C(CC[C@H]1O[C@@H](n2cnc3c(NC(=O)c4ccccc4)ncnc32)[C@H](O)[C@@H]1O)NCC(F)(F)F	-0.1	-1.8	-5.5	1.3	i	1.5	.	-1.4	-2.0	0.9
COCc1nnc(SCC(=O)NCc2ccccc2)n1-c1ccccc1	-0.2	-0.3	4.9	-1.6	i	7.8	-0.4	3.9	-1.3	-16.0
CCCCCCn1c(CN2CCN(C(=O)OCC)CC2)nc2c1c(=O)n(C)c(=O)n2C	-0.2	-3.6	-0.6	3.1	i	-0.9	-4.0	0.2	0.0	3.0
S=C(NCc1ccccc1)Nc1ccc2ccccc2c1	0.2	-1.8	-4.2	2.2	i	-6.4	-9.2	13.1	-0.2	-36.8
O=C(N/C=C/n1cnc2cc(C(F)(F)F)ccc21)c1ccccc1	-1.6	1.0	1.4	0.7	i	3.0	0.6	0.7	-0.9	18.6
COCCCNC(=O)CN(CCc1ccccc1)S(=O)(=O)c1ccc(OC)cc1	-0.7	-0.7	2.2	-1.2	i	-0.9	-3.2	1.1	0.9	0.9
N=C(N)SCc1ccc(Cl)cc1Cl	-1.2	-3.5	-5.6	-2.3	i	-3.0	-6.0	0.8	3.7	5.0
Cc1ccc(-c2nc(CSCC(=O)NCc3cccnc3)c(C)o2)cc1	-1.1	0.0	-1.5	0.4	i	0.9	0.2	0.8	-2.6	-8.2
NS(=O)(=O)c1ccc(CCNC(=O)CN2CCCCCC2)cc1	-0.8	-2.2	-8.1	-0.6	i	-0.8	-7.0	2.0	0.4	-2.9

Rewritten bar-delimited: 7 of the compounds above
structure | TbMetRS inhib | STEP inh | NadD block | CSN deneddyl inh | Rpn11 inh | SUMO1 PPI mod | Scp1 inh | DNMT1 inh | LMPTP block | PABP1 MLLE inh
CCCCCCn1c(CN2CCN(C(=O)OCC)CC2)nc2c1c(=O)n(C)c(=O)n2C | -0.2 | -3.6 | -0.6 | 3.1 | i | -0.9 | -4.0 | 0.2 | 0.0 | 3.0
S=C(NCc1ccccc1)Nc1ccc2ccccc2c1 | 0.2 | -1.8 | -4.2 | 2.2 | i | -6.4 | -9.2 | 13.1 | -0.2 | -36.8
O=C(N/C=C/n1cnc2cc(C(F)(F)F)ccc21)c1ccccc1 | -1.6 | 1.0 | 1.4 | 0.7 | i | 3.0 | 0.6 | 0.7 | -0.9 | 18.6
COCCCNC(=O)CN(CCc1ccccc1)S(=O)(=O)c1ccc(OC)cc1 | -0.7 | -0.7 | 2.2 | -1.2 | i | -0.9 | -3.2 | 1.1 | 0.9 | 0.9
N=C(N)SCc1ccc(Cl)cc1Cl | -1.2 | -3.5 | -5.6 | -2.3 | i | -3.0 | -6.0 | 0.8 | 3.7 | 5.0
Cc1ccc(-c2nc(CSCC(=O)NCc3cccnc3)c(C)o2)cc1 | -1.1 | 0.0 | -1.5 | 0.4 | i | 0.9 | 0.2 | 0.8 | -2.6 | -8.2
NS(=O)(=O)c1ccc(CCNC(=O)CN2CCCCCC2)cc1 | -0.8 | -2.2 | -8.1 | -0.6 | i | -0.8 | -7.0 | 2.0 | 0.4 | -2.9

(list continues)
SMILES	TbMetRS inhib	STEP inh	NadD block	CSN deneddyl inh	Rpn11 inh	SUMO1 PPI mod	Scp1 inh	DNMT1 inh	LMPTP block	PABP1 MLLE inh
COc1ccc(S(N)(=O)=O)cc1C(=O)OCCCOc1ccc(F)cc1	-0.5	-4.2	-5.4	1.7	i	5.4	-18.6	-3.8	0.7	0.6
CCOc1cc(S(=O)(=O)NCc2ccc(OC)cc2)c(OCC)cc1-n1cnnn1	-0.2	1.8	-1.1	5.4	i	-2.7	3.1	5.8	-1.7	3.2
Cn1ccc2c(N3CCCCCC3)cc3c(c21)C1CCC3O1 (stereo not drawn)	-0.4	-0.5	-1.1	2.2	i	20.1	.	-6.7	0.0	16.9
CSCCC(NS(=O)(=O)c1c(Cl)cccc1Cl)C(=O)O (stereo not drawn)	-0.7	3.7	-2.0	2.2	i	-4.1	3.6	2.7	-1.8	-4.5
O=C(Nc1cccc(S(=O)(=O)N2CCOCC2)c1)C1CC(=O)N(c2ccc3c(c2)OCCO3)C1 (stereo not drawn)	0.1	-1.0	10.4	0.1	i	1.4	-14.2	-8.3	0.1	-38.1
Cc1c(C(=O)NCc2cccnc2)oc2ccc(S(=O)(=O)N3CCCCC3)cc12	-0.5	0.0	3.9	3.5	i	2.3	-6.5	-0.6	-0.7	6.8
COCCn1c(N)c(N(Cc2ccccc2)C(=O)C2CCCC2)c(=O)[nH]c1=O	-0.5	-2.6	-3.4	7.5	i	3.6	-11.7	1.0	-0.4	13.8
COC(=O)c1cn(C)c2ccc(S(=O)(=O)N3CCOCC3)cc2c1=O	0.4	-2.6	4.6	-4.7	i	8.1	-5.7	0.5	-0.4	-15.7

Bioassay records deposited in PubChem BioAssay by several laboratories.
